Source: PubChem BioAssay (several laboratories)
pPAFAH FP inh = pPAFAH (human) enzyme inhibition | recombinant pPAFAH, FP-rhodamine probe fluorescence polarization | inhibition, % at 3.39 µM | 330,000 tested, 1.5% active | AID 463082;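 active = inhibition above the mean inhibition across the screen plus 3 SD, cut at about 25% in these data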;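 also: inhibitors block binding of the rhodamine activity-based probe so polarization drops; 0% = enzyme with DMSO and 100% = wells lacking pPAFAH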
BCLXL inh = inhibitors of human Bcl-xL. Q07817. GST-Bcl-xL / FITC-Bim BH3 peptide fluorescence polarization. inhibition, % at 10.9 µM. 320,000 tested, 0.7% active. AID 2129;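 active = inhibition above the mean of all tested compounds plus 3 SD, cutoff set per campaign, cut at about 30% in these data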;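 also: 0% = DMSO wells and 100% = unlabeled Bim-BH3 peptide competitor; inhibitors lower millipolarization by displacing the labeled peptide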
MEX-5 binding = C. elegans MEX-5 TCR-2 RNA binding activity; Q9XUB2; MEX-5/FITC-TCR2 RNA binding, fluorescence polarization; hits give low values; activity score (negative = inhibition of binding), % at 10 µM; 300,000 tested, 0.38% active; AID 1832;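 active = inhibition past about -25% in most replicates, and total fluorescence under double the plate's negative control median, limit read from the data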;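 also: 0% = DMSO and -100% = 5 µM competing unlabeled TCR2 RNA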
PME-1 primary = PME-1 (human) inhibition. recombinant PME-1, FP-Rh probe fluorescence polarization. inhibition, % at 5.9 µM. 320,000 tested, 0.53% active. AID 2130;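 active = inhibition above the campaign mean of all compounds plus 3 SD, cut at about 26% in these data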;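 also: competitive labeling of PME-1 active site by serine hydrolase directed probe; 0% = PME-1 with DMSO and 100% = wells lacking PME-1 enzyme; inhibitors block probe labeling so polarization falls and inhibition rises; many of its hits are not listed in these tables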
Target sequence (Q9Y570 whole entry, looked up): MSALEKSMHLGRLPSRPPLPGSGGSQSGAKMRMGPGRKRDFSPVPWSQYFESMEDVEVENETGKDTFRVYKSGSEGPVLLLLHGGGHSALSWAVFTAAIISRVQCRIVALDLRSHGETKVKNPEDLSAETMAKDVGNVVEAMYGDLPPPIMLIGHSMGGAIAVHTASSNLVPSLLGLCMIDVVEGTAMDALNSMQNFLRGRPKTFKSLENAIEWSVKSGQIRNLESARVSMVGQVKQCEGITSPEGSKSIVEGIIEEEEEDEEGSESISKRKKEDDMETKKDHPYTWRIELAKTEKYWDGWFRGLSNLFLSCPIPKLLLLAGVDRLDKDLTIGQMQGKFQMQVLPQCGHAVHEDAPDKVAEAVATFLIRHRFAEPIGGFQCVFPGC
GLD-1 TGE inh = GLD-1-TGE RNA interaction inhibition (C. elegans). Q17339. purified GLD-1 + fluorescein TGE RNA, fluorescence polarization. inhibition, % at 5.96 µM. 320,000 tested, 0.44% active. AID 2280;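 active = percent inhibition above a per-plate cutoff, the plate mean of test compounds plus 3 SD, cut at about 30% in these data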;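 also: 0% = DMSO wells with GLD-1 and probe and 100% = wells lacking GLD-1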
Target sequence (Q17339 whole entry, looked up): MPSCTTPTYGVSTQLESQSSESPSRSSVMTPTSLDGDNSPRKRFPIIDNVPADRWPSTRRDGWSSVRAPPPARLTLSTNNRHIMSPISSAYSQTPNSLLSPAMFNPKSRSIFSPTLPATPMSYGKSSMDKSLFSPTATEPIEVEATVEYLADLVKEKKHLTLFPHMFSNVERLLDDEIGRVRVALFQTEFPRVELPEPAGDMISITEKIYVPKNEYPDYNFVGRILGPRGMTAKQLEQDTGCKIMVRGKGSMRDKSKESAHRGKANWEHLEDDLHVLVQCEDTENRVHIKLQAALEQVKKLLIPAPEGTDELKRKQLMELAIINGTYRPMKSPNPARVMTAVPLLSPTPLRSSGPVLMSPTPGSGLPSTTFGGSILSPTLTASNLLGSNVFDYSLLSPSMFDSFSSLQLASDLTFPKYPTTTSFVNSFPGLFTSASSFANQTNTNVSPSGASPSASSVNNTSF
AHR activator = activates the human aryl hydrocarbon receptor; 320,000 tested, 2.5% active; activation, % at 5 µM; P35869; AID 2796; AHR-responsive luciferase reporter cells, luminescence; in the data active = activation above about 47%;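 also: 0% = vehicle wells and 100% = reference agonist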
MCL1 BIM primary = disrupts human MCL1 binding to BIM-BH3 peptide | GST-MCL1 / FITC-Bim-BH3 fluorescence polarization | inhibition, % at 10.9 µM | 320,000 tested, 0.68% active | AID 2057;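 active = inhibition above the mean inhibition of all tested compounds plus 3 SD, set per campaign, cut at about 40% in these data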;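 also: 0% = DMSO wells and 100% = unlabeled Bim-BH3 peptide control; higher means more loss of mP so more displacement of Bim peptide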
PAFAH1B2 inh = PAFAH1B2 (human) inhibition; P68402; recombinant PAFAH1B2, FP-rhodamine activity probe, fluorescence polarization; inhibition, % at 3.39 µM; 340,000 tested, 1.2% active;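 active = inhibition above the mean of all tested compounds plus 3 SD, cut at about 24% in these data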;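 also: 0% = enzyme with DMSO and 100% = wells lacking PAFAH1B2; many of its hits are not listed in these tables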
Fam108B counter = blocks mouse Fam108B hydrolase in RBBP9 counter-screen; recombinant Fam108B, FP-Rh probe fluorescence polarization; inhibition, % at 9.51 µM; 300,000 tested, 0.33% active; AID 1947;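 active = inhibition above the screen mean inhibition plus 3 SD, computed separately per campaign, cut at about 18% in these data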;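 also: inhibitors lower polarization as less probe binds the enzyme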
* = called active by the depositor; . = not tested or not shown. These rows are one share of the data (hit frequency here may not be typical).

SMILES	pPAFAH FP inh	BCLXL inh	MEX-5 binding	PME-1 primary	GLD-1 TGE inh	AHR activator	MCL1 BIM primary	PAFAH1B2 inh	Fam108B counter
COc1ccc(-c2nc(CC(=O)O)cs2)cc1OC	0	11	2.2	3	4	0	2	.	4
CC(C)c1cc(C(=O)Nc2cc(Br)ccc2O)no1	6	-3	-1.3	-1	-4	42	19	-3	-7
COc1ccc(CNc2nc(-c3cccnc3)nn2S(C)(=O)=O)cc1	3	-2	2.5	1	2	0	4	1	-2
CCOC(=O)c1ccccc1NC(=O)COC(=O)CC1CCCCC1	2	0	-1.4	8	-7	0	-3	-1	-2
Cc1ccc(C(C)C)c(OC(=O)/C=C/c2ccccc2)c1	2	3	-3.0	4	9	2	-3	4	-1
CC(=O)N1CCC(=O)Nc2ccc([N+](=O)[O-])cc21	1	2	-0.9	-4	1	2	-3	1	-5
Cc1c(NC(=O)COC(=O)c2c3c(nc4ccccc24)CCCC3)c(=O)n(-c2ccccc2)n1C	2	2	1.7	-3	1	15	2	3	5
COc1ccc(C(=O)NC(C)C2CC3CCC2C3)c(OC)c1 (stereo unspecified)	5	8	1.5	1	3	0	15	14	-3
CCOC(=O)c1ccc(S(=O)(=O)N2CCC(C(=O)NCc3ccccc3OC)CC2)cc1	2	0	.	5	2	-3	5	3	.
COc1ccc(C(OCC(O)CN2CCC(O)CC2)c2ccc(OC)cc2)cc1 (stereo unspecified)	1	1	-3.5	-2	-1	-4	0	3	-3
C=CCS/C(N)=N\N=C\c1c(O)ccc2ccccc12	15	2	1.4	19	0	56*	3	7	2
COc1ccc(OCCOC(=O)c2cccs2)cc1	4	7	1.1	2	0	0	-1	5	-2
COC(=O)c1sccc1NC(=O)c1cc(C)on1	1	1	1.0	1	3	-1	6	7	-1
O=C1CC(NS(=O)(=O)c2ccc(F)cc2)CN1c1ccc2c(c1)OCCO2 (stereo unspecified)	2	1	-1.3	2	0	-1	2	4	-5
CN(C)c1cc(Nc2ccc(O)cc2)c([N+](=O)[O-])c2nonc12	2	10	-3.6	1	5	16	11	4	6
Fc1ccc(CN2CCCCCCC2)c(F)c1	3	9	.	-3	2	-7	4	5	5
O=c1[nH]c2ccc(Cl)cc2c(-c2ccccc2)c1CN1CCOCC1	-1	19	.	-3	4	6	9	3	1
Cc1cc(C)n(-c2ccc(OCC(=O)O)nn2)n1	0	7	0.1	-10	-2	-4	5	4	-1
O=C(CCl)N1N=C(c2ccco2)CC1c1cccs1 (stereo unspecified)	3	0	-2.9	4	7	2	1	1	-4
Cc1ccc2nc(SCC(=O)NCc3cccs3)[nH]c2c1	8	-1	0.3	-4	-3	49*	1	15	2
COc1ccc(-c2cc(=O)oc3cc(OCC(=O)Nc4ccccn4)ccc23)cc1	-2	6	-0.7	-39	-7	2	-2	0	-1
CCOC(=O)C1CCN(C(=O)CSc2nccc(C)n2)CC1	-2	9	2.4	2	-13	5	-1	3	-4
CC(=O)Nc1nonc1-c1nc2ccccc2n1Cc1ccccn1	3	4	1.5	-1	0	0	2	0	-2
Cc1ccc(NC(=O)c2sc(Cl)nc2C)c(C)c1	2	4	-1.0	0	4	-5	2	5	3
O/N=C1/C2C3C(Br)C4C5CC(C1C53)C24 (stereo unspecified)	3	4	4.8	0	1	1	1	29*	-2
Cn1c(CNC(=O)c2ccc(Cl)cc2)nnc1SCC(=O)NC1=NCCS1	-1	6	-0.6	-4	10	-1	13	6	4
O=C(NCCCO)c1nnc(Cc2c(F)cccc2Cl)o1	-1	2	0.7	-2	5	-3	1	8	1
CN1C(=O)/C(=C/c2ccc(OCc3ccc(F)cc3)cc2)NC1=S	-1	0	0.7	-6	0	2	-6	6	-6
O=C(CSc1nccn1-c1ccc(Cl)cc1)Nc1ccc2c(c1)OCO2	4	-7	0.7	4	-2	53*	-7	2	-1
O=C(CN1C(=O)NC2(CCCC2)C1=O)OCCOc1ccc(F)cc1	2	4	0.3	-3	8	1	-1	0	0
CC(=O)NS(=O)(=O)c1ccc(NC(=O)c2cc(-c3ccc(C)cc3)nc3ccccc23)cc1	3	2	-3.5	-3	8	3	-6	1	-1
COC(=O)CSc1nnc(-c2cccnc2)n1-c1cc(OC)cc(OC)c1	2	2	0.1	-10	4	-1	7	-2	-4
CCc1ccc(NC(=O)C(=O)c2cn(CC(=O)N3CCCCC3)c3ccccc23)cc1	-3	5	0.6	-26	5	6	-4	-4	-15
CC(OC(=O)COc1ccc(Nc2ccccc2)cc1)C(=O)N(C)c1ccccc1 (stereo unspecified)	6	1	3.1	7	9	4	0	6	6
Cc1cc2c(c(=O)n1C1CC1)C(c1cccc(Cl)c1)C(C#N)=C(N)O2 (stereo unspecified)	3	9	-2.5	5	2	3	5	-1	-3
COc1ccc(S(=O)(=O)N2CCOCC2)cc1NC(=O)COc1ccccc1OC	3	4	0.8	11	5	-1	0	7	-3
O=C(COc1ccccc1[N+](=O)[O-])c1ccccc1	4	6	-3.1	-1	-2	2	15	-2	1
C#CCNC(=O)C1=C[C@H](c2ccc(C#C)cc2)C[C@H](OCc2ccc(CO)cc2)O1	13	4	3.4	1	4	28	3	-2	-5
Cc1cc(=O)n2nc(N3CCCC3C(=O)Nc3cccc(Cl)c3C)sc2n1 (stereo unspecified)	-12	-8	0.4	-5	-28	4	-6	3	-10
CC(=O)c1cnc2n(c1=O)CCS2	1	3	-1.1	3	4	3	-2	7	-1
CCOC(=O)c1cc2cc(CC(=O)c3ccc(OCC)cc3O)ccc2o1	-2	6	3.5	-11	6	4	-1	-2	0
CN(C)S(=O)(=O)c1ccc(Cl)c(NC(=O)COC(=O)[C@@H]2CCCN2C(=O)c2cccs2)c1	3	8	-0.9	-4	3	1	9	1	1
C/C(=N\N1CCN(c2ccccc2)CC1)c1ccccc1O	2	5	3.4	-2	4	-2	0	6	5
CC(=O)Nc1ccc(OCCOc2ccc(/C=C3\C(=N)N4N=C(C(C)C)SC4=NC3=O)cc2)cc1	12	1	2.2	-17	7	1	5	5	7
COc1ccc(OCC(=O)Nc2nccs2)cc1	0	-1	-1.8	-7	-12	15	15	1	4
Cc1ccccc1-c1nc(Cc2ccccc2)no1	5	6	0.0	1	7	-2	44*	-2	-1
COc1cc(/C=N/N(C)C)ccc1OC(=O)c1ccco1	0	2	-0.7	1	-4	4	-3	7	3
N#Cc1ccc(OCC(=O)N2CCN(S(=O)(=O)c3ccc(Cl)s3)CC2)cc1	3	0	.	9	-8	-2	-3	3	.
CCNC(=S)N(Cc1cc2cc(C)c(C)cc2[nH]c1=O)C1CCCC1	1	3	2.1	0	-4	6	6	3	1
CC(OC(=O)CCN=C1NS(=O)(=O)c2ccccc21)C(=O)c1ccccc1 (stereo unspecified)	2	-4	3.2	1	3	-3	-3	3	0
CCC(=O)Nc1cccc(NC(=O)c2ccc(C)c([N+](=O)[O-])c2)c1	2	1	0.7	-3	1	0	3	2	-3
O=C(NN=c1c(=O)c2ccccc2c1=O)c1ccccc1	-1	0	-0.1	7	7	7	2	2	4
NS(=O)(=O)c1ccc(Nc2ncccc2[N+](=O)[O-])cc1	8	2	-1.0	-2	7	3	1	4	-4
N#Cc1ccc(C(=O)NC2=NCCS2)cc1	4	1	3.7	0	-24	0	-1	5	-3
CN(C)S(=O)(=O)c1ccc(Cl)c(NC(=O)CN2CCC(Cc3ccccc3)CC2)c1	8	6	1.2	7	0	1	6	3	-5
Clc1ccccc1Nc1nc(-c2cccnc2)cs1	0	3	-0.9	9	2	114*	-1	3	1
CCOC(=O)c1ccc(-n2c(=S)sc3c(=O)[nH]c(C)nc32)cc1	3	0	-2.0	-3	12	-1	6	8	4
Cc1ccc2cc(CCNS(=O)(=O)c3ccc(Cl)cc3)c(=O)[nH]c2c1C	1	4	2.6	-3	5	4	6	20	2
N#CCSc1nc2ccccc2c(=O)n1CC1CCCC1	4	1	-0.3	3	-4	2	-2	6	0
Cc1ccc(N(CC(=O)NC2CCCCC2)C(=O)Cn2nnc(-c3ccc(C)o3)n2)cc1	4	8	0.4	-6	2	1	6	0	2

Single records (already shown). Order of values: pPAFAH FP inh | BCLXL inh | MEX-5 binding | PME-1 primary | GLD-1 TGE inh | AHR activator | MCL1 BIM primary | PAFAH1B2 inh | Fam108B counter
Profile of COc1ccc(OCC(=O)Nc2nccs2)cc1 = 0 | -1 | -1.8 | -7 | -12 | 15 | 15 | 1 | 4
Profile of C/C(=N\N1CCN(c2ccccc2)CC1)c1ccccc1O = 2 | 5 | 3.4 | -2 | 4 | -2 | 0 | 6 | 5

Reprinted at random: four records from the list, in no set order.
SMILES	pPAFAH FP inh	BCLXL inh	MEX-5 binding	PME-1 primary	GLD-1 TGE inh	AHR activator	MCL1 BIM primary	PAFAH1B2 inh	Fam108B counter
CCNC(=S)N(Cc1cc2cc(C)c(C)cc2[nH]c1=O)C1CCCC1	1	3	2.1	0	-4	6	6	3	1
CCOC(=O)c1cc2cc(CC(=O)c3ccc(OCC)cc3O)ccc2o1	-2	6	3.5	-11	6	4	-1	-2	0
CN(C)S(=O)(=O)c1ccc(Cl)c(NC(=O)COC(=O)[C@@H]2CCCN2C(=O)c2cccs2)c1	3	8	-0.9	-4	3	1	9	1	1
N#CCSc1nc2ccccc2c(=O)n1CC1CCCC1	4	1	-0.3	3	-4	2	-2	6	0

(list continues)
SMILES	pPAFAH FP inh	BCLXL inh	MEX-5 binding	PME-1 primary	GLD-1 TGE inh	AHR activator	MCL1 BIM primary	PAFAH1B2 inh	Fam108B counter
COc1ccc(-c2oc3ccccc3c(=O)c2OC(C)=O)cc1	13	4	-0.6	2	3	3	-1	4	-1
CCC(=O)N(CCc1ccccc1)Cc1cc2cc3c(cc2[nH]c1=O)OCO3	-4	3	2.8	-4	2	92*	3	2	2
O=C(NCc1ccco1)c1ccc(Cn2c(=O)c3sccc3n(Cc3cccc(F)c3)c2=O)cc1	-2	-5	-0.7	-1	-4	-1	3	-3	-7
CC(C)(C)OC(=O)NCCCCCNC(=O)c1[nH]cnc1C(=O)N[C@@H](Cc1ccccc1)C(=O)OC(C)(C)C	0	.	.	.	9	-2	.	-3	.

3 structures from above, sorted by SMILES length, ascending.
SMILES	pPAFAH FP inh	BCLXL inh	MEX-5 binding	PME-1 primary	GLD-1 TGE inh	AHR activator	MCL1 BIM primary	PAFAH1B2 inh	Fam108B counter
COc1ccc(-c2oc3ccccc3c(=O)c2OC(C)=O)cc1	13	4	-0.6	2	3	3	-1	4	-1
CCC(=O)N(CCc1ccccc1)Cc1cc2cc3c(cc2[nH]c1=O)OCO3	-4	3	2.8	-4	2	92*	3	2	2
O=C(NCc1ccco1)c1ccc(Cn2c(=O)c3sccc3n(Cc3cccc(F)c3)c2=O)cc1	-2	-5	-0.7	-1	-4	-1	3	-3	-7
